# Screens as filed in PubChem.
# AddAB inh – less growth of phage-infected E. coli with AddAB; E. coli expressing H. pylori AddAB, absorbance growth; inhibition, % at 11.9 µM; actives 0.29% (n = 330,000); in the data active = inhibition above about 12%;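 note: 0% = vehicle wells of infected cells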
# PfHsp90 yeast 2 – reduces growth (ATP signal) of yeast expressing P. falciparum Hsp90. inhibition, % at 9.4 µM. S. cerevisiae expressing PfHsp90, BacTiter-Glo ATP, 48 h; yeast lacking PDR1 and PDR3 efflux regulators. actives 0.32% (n = 310,000);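 active = every replicate shows inhibition above about 80%, whatever the replicate mean, limit read from the data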;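 note: 0% = DMSO neutral controls and 100% = 20 µM radicicol positive controls; yeast relying on Plasmodium falciparum Hsp90 in place of its own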
# DAGLB inh – diacylglycerol lipase beta (human) inhibition; AID 504411; Q8NCG7; actives 0.059% (n = 340,000); inhibition, % at 5.17 µM; HEK293T DAGLB membrane lysate, EnzChek fluorogenic substrate; in the data active = inhibition above about 34%;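 note: 0% = enzyme with vehicle and 100% = wells lacking enzyme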
# Target sequence (Q8NCG7 whole entry, looked up): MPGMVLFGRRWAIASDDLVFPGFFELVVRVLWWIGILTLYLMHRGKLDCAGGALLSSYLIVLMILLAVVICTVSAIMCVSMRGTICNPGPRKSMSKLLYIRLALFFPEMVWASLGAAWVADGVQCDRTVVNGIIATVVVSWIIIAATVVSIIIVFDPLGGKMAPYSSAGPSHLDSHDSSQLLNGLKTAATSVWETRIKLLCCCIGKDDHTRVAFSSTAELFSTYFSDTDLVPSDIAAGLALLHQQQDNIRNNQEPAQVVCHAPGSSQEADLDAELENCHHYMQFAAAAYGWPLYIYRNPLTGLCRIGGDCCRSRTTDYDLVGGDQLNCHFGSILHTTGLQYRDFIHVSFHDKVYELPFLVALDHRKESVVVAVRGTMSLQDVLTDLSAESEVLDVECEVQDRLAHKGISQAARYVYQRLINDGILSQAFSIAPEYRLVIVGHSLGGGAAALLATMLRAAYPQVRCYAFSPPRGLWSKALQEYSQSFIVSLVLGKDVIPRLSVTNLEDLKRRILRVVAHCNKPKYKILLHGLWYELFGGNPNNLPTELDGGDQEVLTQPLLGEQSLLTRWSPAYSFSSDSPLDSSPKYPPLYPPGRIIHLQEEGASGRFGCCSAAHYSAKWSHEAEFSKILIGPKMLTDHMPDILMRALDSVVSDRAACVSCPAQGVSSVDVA
# Wnt act – activates Wnt/beta-catenin signaling in a reporter cell assay; activation, % at 9.35 µM; actives 1.2% (n = 300,000); activator, plate reader; in the data active = activation above about 30%, passing the limit was not always enough;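 note: 0% = neutral control wells and 100% = positive control wells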
# CAL PDZ FP – inhibitors of human CAL PDZ peptide binding; purified CAL PDZ, TMR-peptide fluorescence polarization, 1 h; actives 0.02% (n = 330,000); inhibition, % at 20 µM; Q9HD26; AID 504414;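 active = highest replicate inhibition of at least 40%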;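 note: plate controls were DMSO neutral control wells for no effect and unlabeled competitor peptide control wells for full effect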
#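 material = purified tagged CAL PDZ domain construct (CerCALP) | compound dosing = 20 µM, one dose | times = 1 h at RT | measured by = fluorescence polarization from S- and P-plane intensities, G-factor corrected | read-out = inhibition from polarization loss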
# PvdQ inh – blocks Pseudomonas aeruginosa PvdQ acylase activity. purified PvdQ acylase, fluorescence plate reader. inhibition, % at 10 µM. actives 0.063% (n = 340,000). AID 488965; in the data active = inhibition above about 30%, passing the limit was not always enough;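 note: 0% = vehicle neutral wells and 100% = reference inhibitor wells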
# Ecoli viability – reduces bacterial viability in AddAB counter-screen; E. coli V3065 growth, OD600 absorbance, 18 h; inhibition, % at 11.9 µM; actives 0.27% (n = 330,000);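 active = inhibition above the campaign's mean inhibition across all tested compounds plus 3 SD, cut at about 9.9% in these data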;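 note: uninfected addAB+ strain grown without phage in ampicillin broth; 0% = DMSO wells and 100% = ciprofloxacin 0.95 µg/ml wells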
# Tat transport – inhibitors of E. coli Tat protein transport; inhibition, % at 10 µM; actives 0.036% (n = 340,000); E. coli MC4100 TorA-mCherry Tat export, fluorescence;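 active = mean replicate inhibition at least 50% and at least half of replicates individually reaching 50%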;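 note: exported cargo escapes ClpAP degradation while cytoplasmic cargo is degraded and loses fluorescence; 0% = median of neutral control wells and 100% = median of NaSCN control wells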
# Rtt109 HAT inh – blocks Candida albicans Rtt109/Vps75 acetyltransferase activity. Q5AAJ8. purified Rtt109/Vps75, ThioGlo CoA-SH fluorescence, 4 h. inhibition, % at 34.9 µM. actives 0.16% (n = 330,000). AID 540336;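 active = inhibition of at least 50% in every replicate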
# Target sequence (Q5AAJ8 whole entry, looked up): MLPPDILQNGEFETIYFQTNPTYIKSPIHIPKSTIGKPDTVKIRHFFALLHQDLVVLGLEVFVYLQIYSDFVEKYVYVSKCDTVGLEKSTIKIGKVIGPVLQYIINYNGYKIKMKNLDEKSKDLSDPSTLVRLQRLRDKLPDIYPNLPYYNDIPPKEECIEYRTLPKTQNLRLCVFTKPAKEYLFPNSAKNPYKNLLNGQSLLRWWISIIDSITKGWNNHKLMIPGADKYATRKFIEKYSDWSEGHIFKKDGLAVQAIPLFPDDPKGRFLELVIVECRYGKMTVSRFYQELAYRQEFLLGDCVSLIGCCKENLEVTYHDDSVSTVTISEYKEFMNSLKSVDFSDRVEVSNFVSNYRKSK
# phage Ecoli inh – E. coli growth loss with phage present; AID 651602; inhibition, % at 11.9 µM; growth absorbance; actives 0.26% (n = 360,000); in the data active = inhibition above about 11%
# * = called active by the depositor; nt = no result given.
# Values in the order – DAGLB inh	AddAB inh	PfHsp90 yeast 2	phage Ecoli inh	Wnt act	PvdQ inh	CAL PDZ FP	Ecoli viability	Rtt109 HAT inh	Tat transport
CCOc1ccccc1N(CC(=O)Nc1ccc(S(=O)(=O)N2CCOCC2)cc1)S(=O)(=O)c1ccc(Cl)cc1
 : -2	0.5	-15	2.9	-1	6	-0.2	-2.3	10	2
Cn1c(SCC(=O)N(Cc2ccccc2)C(C)(C)C)nc2ccccc21
 : -3	-0.1	-16	nt	-17	-8	-0.6	-0.8	-8	-5
CCCCN(C(=O)C(CCSC)N1C(=O)c2ccccc2C1=O)c1c(N)n(CCC)c(=O)[nH]c1=O (stereo not drawn)
 : -1	-0.2	-4	4.0	-1	-15	-4.0	-0.5	-8	-4
O=C(Cc1cccc2ccccc12)N/N=C/c1ccc(O)c([N+](=O)[O-])c1
 : 2	0.8	-3	2.0	-7	7	nt	0.0	-2	5
COC(=O)[C@@H]1C[C@H]1[C@@H](NS(=O)(=O)c1ccccc1)c1ccccc1
 : 1	2.8	4	2.6	-1	-11	-1.4	0.3	4	-7
Cc1ccc(-n2cc[nH]c2=S)cc1C
 : 0	0.7	5	2.9	nt	6	0.2	-1.6	-2	-3
O=C(Nc1cc2c(ccc3ccccc32)oc1=O)C1CCCCC1
 : -2	-2.3	-28	-2.0	0	-7	-2.3	-6.1	-8	-2
CC(=O)c1ccc(NC(=O)C(C)N(C)CC(=O)Nc2ccc(N3CCOCC3)cc2)cc1 (stereo not drawn)
 : 0	3.8	nt	1.2	-2	-5	-1.5	-2.1	-7	-2
COc1ccc2[nH]c3c(=O)n(N)c(=O)[nH]c3c2c1
 : -2	nt	3	3.2	1	-25	-0.5	nt	-8	-6
CCc1cccc(NC(=O)c2snc3c(=O)[nH]cnc23)c1
 : -3	0.5	18	-1.8	nt	-15	-0.5	-1.3	-1	-8
Cc1c(C(=O)NC2=NCCS2)cccc1[N+](=O)[O-]
 : -1	1.7	4	0.9	2	-4	-0.1	0.2	2	0
O=C(Nc1nnc(SCc2ccc(F)cc2)s1)c1ccco1
 : -2	3.7	-19	3.0	nt	-3	0.5	3.4	2	-5
CNCCOCC(O)CSc1ccccc1 (stereo not drawn)
 : 0	-1.3	0	0.1	-1	-8	0.0	0.8	-5	4
COc1ccc(Cc2nnc(N)s2)cc1
 : 0	1.3	nt	2.2	18	-6	-1.5	-1.3	2	-5
CCOc1ccc(OC(=O)c2ccc3c(=O)n4c(nc3c2)CCC4)cc1
 : -5	2.1	-12	nt	nt	9	-1.4	2.0	-7	7
Cc1cc(NC(=O)COc2cccnc2[N+](=O)[O-])no1
 : -1	2.7	-19	2.2	3	-9	-4.0	3.6	-7	-2
O=C(CCCC1=NS(=O)(=O)c2ccccc2N1)NCCc1ccc(Cl)cc1
 : 2	3.4	7	-11	1	-21	-1.3	-1.2	1	0
COc1ccc(N(CC(=O)Nc2ccccc2C)S(=O)(=O)c2ccccc2[N+](=O)[O-])c(OC)c1
 : 0	1.4	-2	6.0	nt	6	0.1	-1.0	-2	0
C/C(=N/NC(=O)c1cc(C)[nH]n1)c1ccncc1
 : -2	3.2	-6	0.5	2	8	-1.1	2.3	11	2
Cc1c(C(=O)N2CCN(S(=O)(=O)c3ccccc3F)CC2)oc2c(Cl)cccc12
 : -8	1.3	-16	1.1	-1	0	-0.3	-0.3	4	-1
COc1ccc(C(=O)Nc2cc([N+](=O)[O-])ccc2N2CCCC2)cc1
 : 1	0.8	9	1.2	-1	5	-1.0	0.3	-4	10
CC(=O)Nc1nc(NC(=O)C(Cl)(Cl)Cl)n(-c2ccccc2)n1
 : 3	-0.4	-5	2.7	-3	-3	0.5	1.6	0	2
CCCc1nnc(NC(=O)c2ccc(S(=O)(=O)N(C)c3ccccc3OC)cc2)s1
 : -3	-0.5	-16	-0.8	-1	-17	0.2	0.5	0	2
COC(=O)c1nc(NC(=O)c2ccccc2Cl)n[nH]1
 : 1	-3.2	-6	-0.1	nt	-7	-1.7	-2.7	-5	-6
CS(=O)(=O)Nc1ccc(C(=O)N2CCN(c3ccccc3)CC2)cc1
 : 0	1.1	-11	-0.2	0	-13	0.2	-1.9	8	-4
O=S(=O)(NCc1ccccc1)c1ccc(-n2cccn2)cc1
 : -4	-0.8	-10	0.6	-1	-11	-1.7	0.2	4	-2
CC1(C)CC(=O)C2=C(C1)OC(N)=C(C#N)[C@@]21C(=O)N(CC(N)=O)c2ccccc21
 : 4	4.3	-1	2.3	nt	2	-0.6	0.6	14	-3
Cc1cc(C(=O)O)ccc1-c1ccc(CO)o1
 : -3	2.4	-17	2.6	0	2	-0.5	2.2	10	-6
C=CCn1c(SCC(=O)Nc2nc3ccccc3s2)nc(O)c(CC)c1=O
 : -4	1.1	3	2.1	2	-16	-1.2	-0.3	-3	-12
CC1CCCC(NC(=O)COC(=O)[C@@H](NC(=O)c2ccco2)C(C)C)C1C (stereo partly drawn)
 : 2	0.4	3	4.0	-9	-14	-1.8	0.0	0	0
CN(CC(=O)NCC1CCCCC1)S(=O)(=O)c1ccc(F)cc1
 : -1	2.4	-4	2.3	-1	-8	0.3	-1.5	-4	-1
CCN(CC)S(=O)(=O)c1cccc(C(=O)NC(C(=O)NNC(=O)c2ccccc2F)C(C)C)c1 (stereo not drawn)
 : 0	nt	-25	2.7	-1	5	0.4	nt	-2	-5
Cc1ccc(N2C(=O)C(O)(C(F)(F)F)C3=C2CC(C)(C)CC3=O)cc1C (stereo not drawn)
 : 1	1.4	50	nt	-2	6	-0.1	1.7	14	-5
CCOC(=O)NC(=S)Nc1ccc(C(C)(C)C)cc1Br
 : -9	1.8	2	4.7	5	3	-1.1	-1.6	-1	5
CN1CCc2c(sc(N)c2C(N)=O)C1
 : 1	1.4	-11	2.0	nt	-8	-2.8	-0.8	-5	-7
CCN(CC)S(=O)(=O)c1csc(C(=O)Nc2ccccn2)c1
 : -3	3.6	nt	2.3	19	8	-0.9	-1.8	15	5
CC1(C)CC(=O)C2=C(C1)OC(N)=C(C#N)C21CCC2(CC1)OCCO2
 : 0	2.1	3	2.3	nt	-8	-0.5	4.7	-3	-4
Cc1ccccc1OCCCN1C(=O)C(=O)c2cccc(C)c21
 : 12	4.4	0	2.5	1	-13	0.4	1.5	4	7
CC(C)c1ccc(OCc2ccc(C(=O)N3CCCC3)o2)cc1
 : -1	4.0	-9	4.0	18	9	-2.6	2.1	14	6
Nc1nc(N)nc(-c2ccc(Oc3ccccc3)cc2)n1
 : -1	6.4	18	4.7	-1	16	-1.4	1.6	-1	23
CC(=O)OC1CSc2nc3ccccc3n2C1 (stereo not drawn)
 : -1	-0.1	-21	1.7	nt	21	1.7	1.6	5	5
Cc1ccc(NC(=O)CSCC(=O)NC2(C)CCS(=O)(=O)C2)cc1 (stereo not drawn)
 : -2	0.8	31	2.6	-1	0	1.2	0.2	2	-1
CC(=O)Cn1nnc(-c2ccc(C(F)(F)F)cc2)n1
 : -2	4.6	0	-1.5	13	-12	0.4	1.6	-12	7
COc1ccc(C(=O)C(C)OC(=O)CNC(=O)c2ccco2)cc1 (stereo not drawn)
 : -2	1.3	-5	1.5	4	5	-0.3	1.4	3	1
CC(=O)c1cccc(CN(C)CC2CCCN(CCc3ccccc3C)C2)c1 (stereo not drawn)
 : 1	nt	17	1.0	-1	-15	-0.8	nt	1	-5
O=C(CCc1ccccc1)NCCc1ccc(F)cc1
 : 0	0.2	0	3.0	3	-3	0.1	0.1	-2	-8
Cc1cccc(C)c1NC1=NC(=S)N(c2ccc(N(C)C)cc2)C1(C)C
 : 6	2.4	31	1.8	nt	-1	-1.6	-1.4	-4	1
Cc1ccc(C)c(OCCn2cc(C(=O)O)c3ccccc32)c1
 : nt	-0.7	-22	4.1	-2	-2	-0.7	-2.4	1	1
CC(NC(=O)c1cccc(S(=O)(=O)N(C)C)c1)C1CC2CCC1C2 (stereo not drawn)
 : -2	2.6	9	1.9	1	9	-2.1	-0.1	6	-12
Cc1sc2nc(CSCC(=O)Nc3ccc(N4CCOCC4)cc3)[nH]c(=O)c2c1C
 : -1	2.2	-35	-0.1	-3	-14	-0.4	-1.0	3	3
Nc1[nH]nc2nc(NCc3ccccc3)c3c(c12)CCN(Cc1ccccc1)C3
 : 0	3.6	33	2.6	-3	-6	-0.1	-1.5	-14	-2
FC(F)(F)c1nc(NCc2ccccc2)c2nnn(Cc3ccccc3)c2n1
 : -1	0.0	5	-0.6	3	-9	0.2	-0.5	-2	-3
Cc1ccc(S(=O)(=O)N2CCN(C(=O)c3ccc(Cl)nc3)CC2)cc1
 : -1	2.0	12	0.9	0	-18	-1.6	-0.2	7	2
COc1cc(-c2nnc(COC(=O)c3nn(CC(C)C)c(=O)c4ccccc34)o2)cc(OC)c1OC
 : -3	1.5	4	2.4	0	-16	-2.7	-0.3	-1	2
Oc1ccc(Br)cc1C=Nc1ccc(Cl)cc1
 : 4	-1.2	-26	2.2	0	-14	-2.6	-1.2	-1	-17
c1cc2c(cc1C1CCCCC1)c1c3n2CCCNC3CCC1 (stereo not drawn)
 : 2	2.9	-3	0.5	nt	1	-1.1	-1.1	-1	0
COc1cc(C2N=C(c3ccccc3)NO2)cc(Br)c1O (stereo not drawn)
 : 5	1.3	19	1.3	nt	-6	0.2	0.6	-1	-2
CC[n+]1c(C)cc(C)n1-c1ccccc1
 : 2	4.4	-9	2.8	0	-14	0.1	0.4	1	9
CC(=O)Nc1c(-c2ccc3ccccc3c2)nc2ccccn12
 : -1	2.7	6	1.5	23	2	-1.8	0.3	4	7
COc1ccc2nc(C)cc(SCC(=O)NNC(=O)COc3ccccc3)c2c1
 : 1	1.5	0	2.4	nt	-1	-3.1	-0.2	5	8

# Three of the entries above in order of the DAGLB inh value, rising.
SMILES	DAGLB inh
Cc1ccc(NC(=O)CSCC(=O)NC2(C)CCS(=O)(=O)C2)cc1 (stereo not drawn)	-2
CC(C)c1ccc(OCc2ccc(C(=O)N3CCCC3)o2)cc1	-1
COc1cc(C2N=C(c3ccccc3)NO2)cc(Br)c1O (stereo not drawn)	5

# Later entries
# Values in the order – DAGLB inh	AddAB inh	PfHsp90 yeast 2	phage Ecoli inh	Wnt act	PvdQ inh	CAL PDZ FP	Ecoli viability	Rtt109 HAT inh	Tat transport
CN(C(=O)COC(=O)c1ccc2c(=O)n3c(nc2c1)CCC3)c1ccccc1
 : 2	2.5	15	-3.6	nt	-14	0.0	-0.2	5	-9
COC(=O)c1ccsc1NC(=O)c1ccccc1
 : -8	1.7	-15	3.1	-3	-16	-0.7	-1.0	2	4
COc1cccc(-n2c(SCC(=O)Nc3nc4ccccc4s3)nc3ccccc3c2=O)c1
 : nt	2.4	nt	1.7	-5	nt	nt	4.4	nt	nt
Cc1ccc(-c2csc(NC(=O)c3cccc(C)c3)c2C(=O)O)cc1
 : 16	1.6	30	-2.2	40*	4	-1.2	-0.2	-1	-4
COc1ccc(C(=O)NCc2ccncc2)cc1S(=O)(=O)NCc1ccc(Cl)cc1
 : 0	-0.1	1	1.2	-6	-6	-1.6	-3.5	13	-2
O=C(c1ccco1)N1CCN(Cc2nnnn2C2CCCCC2)CC1
 : 1	2.2	2	2.6	-4	-10	1.4	-0.3	-17	-7
CC(=O)Nc1cccc(C(=O)OC(C)C(=O)NC(=O)NC2CCCCC2)c1 (stereo not drawn)
 : 2	3.2	nt	2.1	0	-9	-3.7	-1.6	3	0
